PfM18AAP inh: PfM18AAP enzyme inhibition; inhibition, % at 7.35 µM; 290,000 compounds, 1.2% hits; recombinant PfM18AAP, H-Glu-NHMec fluorogenic cleavage; AID 1822;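 active = inhibition above the campaign mean inhibition over all tested compounds plus 3 SD, cut at about 28% in these data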;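 note: 0% = plate median of test compound wells and 100% = 2 mM ZnCl2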
OXTR agonist: agonists of human oxytocin receptor | activation, % at 3 µM | AID 2435 | 320,000 compounds, 0.32% hits | CHO-OTR cells, Fluo-8 calcium fluorescence; normalized: DMSO 0%, oxytocin 100%;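 active = activation above the mean of all tested compounds plus 3 SD, cutoff set per screening run, cut at about 20% in these data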;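 note: peak over basal fluorescence ratio from a 100 s FLIPR kinetic read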
Target sequence (P30559 whole entry, looked up): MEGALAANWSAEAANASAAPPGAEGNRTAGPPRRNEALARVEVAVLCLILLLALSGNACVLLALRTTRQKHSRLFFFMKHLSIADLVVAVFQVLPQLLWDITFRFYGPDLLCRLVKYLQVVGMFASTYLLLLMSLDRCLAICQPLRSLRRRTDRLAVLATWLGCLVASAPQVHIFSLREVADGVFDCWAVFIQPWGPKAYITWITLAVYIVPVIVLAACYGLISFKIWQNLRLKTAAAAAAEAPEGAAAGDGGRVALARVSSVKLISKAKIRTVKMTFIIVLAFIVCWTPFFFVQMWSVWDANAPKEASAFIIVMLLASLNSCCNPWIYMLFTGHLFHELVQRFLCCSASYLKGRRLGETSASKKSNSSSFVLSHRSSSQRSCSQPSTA
GPR7 antag: blocks human GPR7 receptor signaling. AID 1861. P48145. 290,000 compounds, 1.1% hits. GPR7-expressing cells, fluorescence antagonist assay. inhibition, % at 4.4 µM; in the data active = inhibition above about 16%, passing the limit was not always enough;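 note: cells stimulated with the agonist NPW; 0% = agonist with vehicle and 100% = vehicle without agonist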
Target sequence (P48145 whole entry, looked up): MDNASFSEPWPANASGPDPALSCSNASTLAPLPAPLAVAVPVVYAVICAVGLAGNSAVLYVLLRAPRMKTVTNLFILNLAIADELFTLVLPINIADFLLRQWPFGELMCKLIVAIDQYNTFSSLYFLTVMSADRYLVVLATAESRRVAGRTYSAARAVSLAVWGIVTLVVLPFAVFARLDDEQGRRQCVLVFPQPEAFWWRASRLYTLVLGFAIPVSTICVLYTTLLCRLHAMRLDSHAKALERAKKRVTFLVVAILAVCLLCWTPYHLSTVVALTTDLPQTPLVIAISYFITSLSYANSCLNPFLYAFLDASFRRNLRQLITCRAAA
MEKK2mut PB1 HTS: signal of MEK5 binding to mutant human MEKK2 PB1 domain; percent response, % at 10 µM; bead flow cytometry, Alexa488-MEK5 binding to MEKK2 mutant; AID 1530; 290,000 compounds, 0.35% hits; in the data active = percent response above about 24%, passing the limit was not always enough; note: inactives centre near 1; some results filed as inactive read as strong as hits; reference of the scale not given here
PHOSPHO1 block: PHOSPHO1 (human) inhibition | 290,000 compounds, 1.1% hits | Q8TCT1 | recombinant PHOSPHO1, absorbance phosphatase assay | inhibition, % at 13.3 µM; in the data active = inhibition above about 60%
Target sequence (Q8TCT1 whole entry, looked up): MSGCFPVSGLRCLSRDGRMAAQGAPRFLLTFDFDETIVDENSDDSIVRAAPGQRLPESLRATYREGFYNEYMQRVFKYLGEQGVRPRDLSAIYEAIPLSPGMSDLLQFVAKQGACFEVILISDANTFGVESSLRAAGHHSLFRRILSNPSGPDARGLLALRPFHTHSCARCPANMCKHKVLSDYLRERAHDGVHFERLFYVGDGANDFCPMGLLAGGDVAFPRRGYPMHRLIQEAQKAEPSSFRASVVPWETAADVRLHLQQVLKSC
MEKK3 PB1 HTS: raises or lowers MEK5 binding to the human MEKK3 PB1 domain; Q99759; bead-based flow cytometry, Alexa488-MEK5 binding to MEKK3; actives lie on both sides; 0 = blocked by unlabeled MEK5, 100 = vehicle; binding response (% of control), % at 10 µM; 290,000 compounds, 1.4% hits;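 active = binding response more than 3 SD above or below the average of its plate-row segment, actives on both sides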;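 note: Alexa488 bead fluorescence after subtracting the streptavidin-only scavenger bead signal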
NALP1 inh: NALP1 inhibition; S. cerevisiae NALP1/ASC/caspase-1 growth, X-gal OD620, 72 h; inhibition, % at 10 µM; 280,000 compounds, 0.61% hits; in the data active = inhibition mostly above about 24%, no sharp cut-off; inactive = mostly below about 32%; note: some compounds called inactive have numbers as strong as hits
FID counter: counter-screen for HCV NS3 helicase inhibitors: DNA intercalator displacement; DNA fluorescent intercalator displacement, fluorescence; inhibition, % at 7.9 µM; 290,000 compounds, 0.17% hits; in the data active = inhibition above about 37%;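 note: 0% = vehicle and 100% = reference compound; higher means more ethidium bromide displaced from hairpin DNA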
MEKK2 WT-MEK5: raises or lowers MEK5 binding to wildtype human MEKK2 PB1 domain | Q9Y2U5 | bead flow cytometry, Alexa488-MEK5 binding to MEKK2 WT; actives lie on both sides | binding response (% of control), % at 10 µM | 290,000 compounds, 1.1% hits | AID 1531; in the data active = binding response below about 67% or above about 130%
* marks the source's active call; other numbers are inactive results; x = no result given.

SMILES	PfM18AAP inh	OXTR agonist	GPR7 antag	MEKK2mut PB1 HTS	PHOSPHO1 block	MEKK3 PB1 HTS	NALP1 inh	FID counter	MEKK2 WT-MEK5
CCOC(=O)CN1C(=O)NC2(CCCc3ccccc32)C1=O (configuration not stated)	-9	1.4	2	-4	28	101	11	-9	97
CC(=O)Nc1ccccc1-c1ccc(C)o1	7	-0.8	-3	5	-34	101	6	-2	103
O=C(CSc1nc(-c2ccccc2)nc2c1Cc1ccccc1O2)Nc1ccc(C(=O)O)cc1	-4	x	-11	-3	-21	95	-8	-20	98
Cn1c(=O)n(C)c2cc([N+](=O)[O-])c(N3CCN(C(=O)c4ccc(F)cc4)CC3)cc21	2	5.1	-4	-1	60*	103	0	-4	98
O=C(CSc1nnc(-c2ccco2)n1-c1ccccc1)NCc1ccco1	-12	0.1	5	1	49	100	0	-16	107
Cc1[nH]c2ccccc2c1SCc1ccccc1	8	-2.4	-3	12	-5	104	-7	10	104
Cc1nc(CN2CCN(C(=O)c3ccc(Br)cc3)CC2)cs1	4	-1.3	6	-1	5	100	10	-9	101
Cc1cccc(OCC(=O)NCC(=O)N/N=C/c2ccc(O)cc2O)c1	15	0.5	0	-3	38	100	x	-15	98
CCCCC1(C)NC(=O)c2c(C)sc(C(=O)OCC)c2N1 (configuration not stated)	9	-2.6	-7	11	15	106	-2	-31	104
COc1ccc(OCCn2nnc(-c3ccc(Cl)cc3)n2)cc1	-4	-0.8	0	23	-26	102	10	3	105
Cc1ccc2[nH]c(=O)c(-c3nc4cc(C)ccn4c3NCc3ccco3)cc2c1	12	-1.8	-6	5	-8	105	29	-10	105
Cc1ccc(NC(=O)C(C)N2CCOCC2)c(C(=O)c2ccccc2)c1 (configuration not stated)	5	-2.1	-5	2	19	98	3	-1	103
CCCCn1c(SCC(N)=O)nnc1-c1ccco1	2	-0.3	-7	3	20	102	40	-2	106
CC(C)C(=O)NC(NC1CCS(=O)(=O)C1)C(Cl)(Cl)Cl (configuration not stated)	3	0.8	-8	-5	37	95	2	-4	89
CC(O)Cn1ccccc1=N (configuration not stated)	-5	0.1	-1	-5	-3	96	2	-1	97
Cn1c2c(c(=O)n(C)c1=O)C(c1cccc(F)c1)C(C#N)=C(N)O2 (configuration not stated)	-12	0.7	-1	-1	3	96	6	-1	92
CC(=O)C1=C(C)NC(C)=C(C(C)=O)C1c1ccc(-c2ccccc2Cl)o1	-17	x	-11	7	13	106	-8	-19	100
N#C/C(=C/c1cccnc1)c1ccccc1	-3	-2.4	8	-9	18	102	18	-3	94
O=C(Oc1cc(Cl)ccc1Cl)c1ccc(N2CCOCC2)c([N+](=O)[O-])c1	3	0.8	-8	-2	-2	97	43	-7	93
COC(=O)c1cc(Oc2ccc(C(=O)OC)cc2N)cc(C(=O)OC)c1	4	-0.1	3	3	-10	114	5	-10	106
CC(=O)N1CCCc2cc(S(=O)(=O)N3CCCC(C(=O)Nc4cccc(C)c4)C3)ccc21 (configuration not stated)	-7	1.5	8	7	20	104	8	-53	101
COc1ccc(/C=N/NC(=O)CC#N)cc1Oc1nc(Cl)ncc1F	0	1.4	-14	0	27	101	16	-5	101
CN(Cc1ccccc1)C(=O)c1ccccc1NC(=O)C1CC1	-2	-0.6	-16	-4	13	98	-39	-3	95
CN(C(=O)COC(=O)c1ccc(Cl)cc1N)C1CCS(=O)(=O)C1 (configuration not stated)	0	-0.1	-4	-14	8	77	5	-3	88
Cn1cc(Br)c(-c2cccc(NC(=O)CC(C)(C)CC(=O)O)c2)n1	0	-0.3	-5	2	43	103	2	-21	101
CCc1cccc2c1NC(=O)C21OCCO1	10	-0.7	16	2	42	102	20	-10	101
CCn1nc(C)cc1C(=O)N1CCCC(C(=O)c2ccc3ccccc3c2)C1 (configuration not stated)	1	1.1	-12	10	39	101	-12	-39	98
NC(=O)CSc1oc(-c2ccco2)nc1S(=O)(=O)c1ccccc1	0	0.4	11	-4	23	95	12	-9	98
CCOCCCNC(=O)/C(C#N)=C/c1ccc(-c2ccc(S(=O)(=O)N3CCOCC3)cc2)o1	3	1.2	-9	3	2	102	20	-5	101
O=C(c1cc2ccccc2oc1=O)N(Cc1ccc2c(c1)OCO2)Cc1ccco1	-15	0.2	-9	-11	12	84	8	-13	89
CCCCC(=O)Nc1cc(C)c(NC(=O)c2cccs2)cn1	-14	0.3	-6	-7	-10	84	2	-11	84
Cc1ccc(C(C)C)c(OCC(=O)NNC2=CC(=O)CC(C)(C)C2)c1	-2	-0.6	-8	-2	32	96	3	-33	96
CC(C)OCCCNC(=O)C(=O)N/N=C/c1ccc(OCc2ccccc2)cc1	-4	1.5	1	4	43	102	19	2	103
Cc1c(NC(=O)COc2cccc(Br)c2)c(=O)n(-c2ccccc2)n1C	-9	0.1	-5	-8	32	97	20	-11	93
CC12CC3CC(C)(C1)CC(Nc1nc(N4CCOCC4)nc4ccccc14)(C3)C2	-1	-0.8	-14	32	33	114	8	0	151*
CC(=O)c1ccc(NC(=O)C2CC(=O)N(Cc3ccccc3)C2)cc1 (configuration not stated)	-13	0.7	8	5	-12	104	-2	-7	108
CC(NC(=O)c1ccco1)C(=O)N(C)Cc1ccc(C(F)(F)F)cc1 (configuration not stated)	3	1.2	-9	-1	11	103	3	-9	100
Cc1ccc(-c2cccc(C(=O)NCCc3ccccc3)n2)c2ccccc12	4	-0.4	-17	-3	-1	106	38	-15	101
COc1ccc(NS(=O)(=O)c2ccc(Cl)c(N)c2)cc1Br	1	3.1	-17	-2	20	98	-2	2	92
CCOc1ccc2[nH]c(=O)c(CN(CCc3ccccc3)C(=O)N3CCCC3)cc2c1	1	-0.9	-5	6	-25	109	20	-4	108
CCc1ccc(CNC(=O)C2CCN(S(=O)(=O)N3CCC(C)CC3)CC2)cc1	8	0.1	-20	2	45	103	1	-57	102
CCOC(=O)/C=C/C(=O)Nc1ccc(S(=O)(=O)Nc2c(C)cc(C)cc2C)cc1	-3	2.5	-7	4	1	109	20	-8	107
COc1ccc(Br)cc1C(=O)Nc1ccc(N2CCCC2)cc1	11	-1.0	-9	0	36	103	21	-5	101
CC(C)(C)NCC(O)COc1ccc(Br)cc1 (configuration not stated)	-2	-0.2	5	-11	34	85	8	10	89
CC(C)CC(=O)NC(=S)Nc1ccc(S(=O)(=O)N2CCN(C)CC2)cc1	-1	0.5	-7	-1	-35	103	17	10	107
COc1ccc(N2CCN(c3ncnc4c3cnn4-c3ccc(C)cc3C)CC2)cc1	-7	6.3	-2	0	-17	97	8	-6	97
O=C(O)CC(O)C(=O)O (configuration not stated)	6	1.1	-3	-1	0	88	2	3	93
CCCCc1ccc(NC(=O)CC(C)=O)cc1	3	0.5	-5	-1	-3	101	31	-4	104
CCCC(=O)N1CCN(Cc2nc3cc([N+](=O)[O-])ccc3n2C)CC1	-7	0.5	-3	1	15	103	17	-6	102
O=C(CSc1cccc2cccnc12)Nc1cccc(S(=O)(=O)N2CCOCC2)c1	3	-0.1	-4	-6	6	99	4	-20	97
Cc1[nH]n(C)c(=O)c1C(=O)c1c(-c2c(Cl)cccc2Cl)noc1C	7	-2.4	-9	-15	33	92	41	-21	89
CCN(CC)CCN1C(=O)c2ccccc2NC1c1cccc(F)c1 (configuration not stated)	3	0.5	-2	4	1	106	17	7	113
COC(C[C@H]1O[C@H]1[C@@H](O)COCc1ccccc1)OC	x	x	x	4	13	95	x	x	97
O=C(c1ccccc1F)N1CCCC(c2ccccc2)C1 (configuration not stated)	1	-1.8	3	-1	11	97	36	-16	94
O=Cc1s/c(=N\S(=O)(=O)c2ccccc2)n(CCCCl)c1Cl	-6	x	15	1	-11	100	10	-3	100
COc1ccc2cc(C(C)C(=O)Nc3cccc(S(=O)(=O)N(C)C)c3)ccc2c1 (configuration not stated)	-1	1.8	6	-2	-13	101	-10	-13	108
CC(C)[C@@H](C(=O)N1CCNCC1)n1cc(CCO)nn1	6	-0.1	-18	3	35	99	-22	0	104
O=C(CCNC(=O)C1CCN(S(=O)(=O)c2ccccc2)CC1)NCc1ccc(Cl)cc1	-5	0.8	-5	0	12	102	8	-51	106
CCOC(=O)C1CCN(C(=O)Cn2ncc3c([nH]c4ccccc43)c2=O)CC1	3	0.1	-6	2	17	98	0	-17	103
O=c1c2c(nc3nc[nH]n13)CCC2	7	0.3	-8	1	-9	99	29	0	104

3 of the compounds above, field by field:
smiles: O=C(CCNC(=O)C1CCN(S(=O)(=O)c2ccccc2)CC1)NCc1ccc(Cl)cc1
  PfM18AAP inh = -5 | OXTR agonist = 0.8 | GPR7 antag = -5 | MEKK2mut PB1 HTS = 0 | PHOSPHO1 block = 12 | MEKK3 PB1 HTS = 102 | NALP1 inh = 8 | FID counter = -51 | MEKK2 WT-MEK5 = 106

smiles: O=c1c2c(nc3nc[nH]n13)CCC2
  PfM18AAP inh = 7 | OXTR agonist = 0.3 | GPR7 antag = -8 | MEKK2mut PB1 HTS = 1 | PHOSPHO1 block = -9 | MEKK3 PB1 HTS = 99 | NALP1 inh = 29 | FID counter = 0 | MEKK2 WT-MEK5 = 104

smiles: COC(C[C@H]1O[C@H]1[C@@H](O)COCc1ccccc1)OC
  PfM18AAP inh = x | OXTR agonist = x | GPR7 antag = x | MEKK2mut PB1 HTS = 4 | PHOSPHO1 block = 13 | MEKK3 PB1 HTS = 95 | NALP1 inh = x | FID counter = x | MEKK2 WT-MEK5 = 97

Returning to the listing with the two entries that preceded the break.
SMILES	PfM18AAP inh	OXTR agonist	GPR7 antag	MEKK2mut PB1 HTS	PHOSPHO1 block	MEKK3 PB1 HTS	NALP1 inh	FID counter	MEKK2 WT-MEK5
CCOC(=O)C1CCN(C(=O)Cn2ncc3c([nH]c4ccccc43)c2=O)CC1	3	0.1	-6	2	17	98	0	-17	103
O=c1c2c(nc3nc[nH]n13)CCC2	7	0.3	-8	1	-9	99	29	0	104
COC(=O)c1cn(NC(=O)C2CCC(C(C)(C)C)CC2)c(=O)c2ccccc12 (configuration not stated)	1	-2.0	-4	2	16	110	-1	-2	106
CCOc1ccc(S(=O)(=O)N(C)CC(=O)NCCN2CCOCC2)cc1	-1	2.0	-7	3	14	100	7	-4	100
C/C(CC(=O)Nc1cccnc1)=N\NC(=O)c1ccc([N+](=O)[O-])c(Cl)c1	7	-2.4	-6	-2	-3	92	9	-2	94
CC(C)C(=O)Nc1nnc(CCN2CCOCC2)s1	-13	0.5	-5	-2	18	99	-6	-1	91
O=S(=O)(Nc1cccc(Cl)c1)c1ccc2oc(=S)[nH]c2c1	9	0.2	-4	2	24	99	-7	-13	97
COc1c(OC)c(O)c2c(=O)cc(-c3c(O)cccc3O)oc2c1OC	17	-2.2	-14	3	56	106	-1	-1	106
O=S(=O)(Nc1ccc2c(c1)nc1n2CCOC1)c1ccc(Cl)cc1	-1	6.2	1	3	15	102	16	-12	106
CC(C)NC(=O)C(Sc1ccccc1)c1ccccc1 (configuration not stated)	-4	-0.9	0	-5	-1	95	8	-8	93
COc1ccc(CSc2nc(C)[nH]c2[N+](=O)[O-])cc1[N+](=O)[O-]	-3	3.1	5	-1	18	101	x	8	96
C=CCn1c(C)cc(C(=O)Cn2ncc(Cl)c(Cl)c2=O)c1C	3	-0.9	-9	-1	-1	101	37	-12	98
COc1nnc(-c2ccc(C)c(S(=O)(=O)NCC3CCCO3)c2)c2ccccc12 (configuration not stated)	3	1.4	6	-3	28	102	-6	-29	97
COc1cccc(CNC(=O)CN(C)S(=O)(=O)c2ccc(Br)s2)c1	7	2.0	4	0	-12	101	12	-27	98
COc1ccc(Cl)cc1C(=O)Nc1ccc2nc3n(c(=O)c2c1)CCCC3	2	x	30	-1	35	104	20	-15	107
CCCc1cc(C(=O)N2CCN(S(=O)(=O)c3ccc(OC)c(OC)c3)CC2)cs1	1	3.0	-7	-2	-13	92	2	-38	100
O=C(CCc1nnc(CCCCc2ccccc2)o1)N1CCN(CCO)CC1	-2	0.9	-11	1	17	105	x	-4	104
CN1CCC(=O)N([C@H](CSc2ccc(Br)cc2)Cc2ccccc2)CC1	x	7.3	x	9	35	112	14	x	111

Compound activity as filed in PubChem BioAssay.

Rows are unselected; overall some 6.2% were active at least once.
